Source: PubChem (several laboratories)
Yeast superoxide = reduction of superoxide in aged yeast, primary screen, HTS. S. cerevisiae aged cells, superoxide DHE fluorescence; hits give low values. superoxide response (% of plate mean), % at 10 µM. 330,000 tested, 0.18% active. AID 2690, 2010;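 active = superoxide response under a set limit, about three screen SD below normal, cut at about 65% in these data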;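 also: yeast aged for seven days with compound at 30 °C before DHE staining; 100% = average MFI of all compound-treated wells on the plate with controls excluded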
RPL19A TOR yeast = RPL19A-GFP expression modulators in yeast, primary screen, cell-based, S. cerevisiae, multiplex flow cytometry, MLPCN. S. cerevisiae RPL19A-GFP strain, 3 h; hits give low values. percent response vs DMSO, % at 10 µM. 330,000 tested, 0.3% active;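 active = percent response vs DMSO below 50%; inconclusive = fewer than 70 events counted for the yeast strain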;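 also: median channel GFP fluorescence of the barcoded RPL19A-GFP strain; ratio of sample median GFP to plate DMSO average so 100% = DMSO; lower means less RPL19A-GFP as with rapamycin TOR inhibition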
proCasp3 act = activators of human procaspase-3 D3A mutant, primary screen, biochemical, absorbance, PC-3 D3A mutant, single concentration; Caspase-3 (Homo sapiens), P42574; recombinant procaspase-3 D3A, Ac-DEVD-pNA absorbance 405 nm; activation, % at 8.5 µM; 330,000 tested, 0.11% active;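 active = activation above the mean of all tested compounds plus 3 SD, cut at about 21% in these data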;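 also: 0% = DMSO alone and 100% = DMSO wells spiked with extra 5 µM PC-3 D3A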
Target sequence (P42574 whole entry D9A/D28A/D175A): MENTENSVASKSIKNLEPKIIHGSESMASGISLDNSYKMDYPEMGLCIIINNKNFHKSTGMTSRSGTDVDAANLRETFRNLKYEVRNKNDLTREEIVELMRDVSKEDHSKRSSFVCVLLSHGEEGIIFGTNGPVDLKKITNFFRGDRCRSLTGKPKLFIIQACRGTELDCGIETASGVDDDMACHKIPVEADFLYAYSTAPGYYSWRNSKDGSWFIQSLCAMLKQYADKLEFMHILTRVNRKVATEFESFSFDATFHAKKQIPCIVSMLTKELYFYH
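Compound: 8.5 µM single point, 0.8% DMSO / Material: Autoprocessing-dead procaspase-3 D3A mutant enzyme / Timing: 1 h preincubation plus 2 h reaction at 25 °C / Medium: Zinc-free HEPES/NaCl buffer with 0.01% Triton X-100 at pH 7.4 / Technique: 405 nm absorbance of p-nitroaniline, reads at 0 and 120 min / Repeats: one well per compound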
LAP4-GFP MLPCN = modulators of LAP4-GFP expression in yeast, primary screen, S. cerevisiae, multiplex flow cytometry, MLPCN library; 3 h; median GFP as percent of DMSO wells; GFP response vs DMSO, % at 10 µM; 320,000 tested, 0.34% active;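 active = GFP response vs DMSO above a set limit, about the screen mean plus 3 SD, cut at about 150% in these data; inconclusive = under 70 cell events counted for the yeast strain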
JMJD2C inh = inhibitors of GASC-1 histone demethylase, primary screen, biochemical, fluorescence, DELFIA europium | GST-JMJD2C(1-420) H3K9me3 demethylation | inhibition, % at 2.35 µM | 330,000 tested, 0.069% active;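 active = more than half of a compound's replicate wells show inhibition beyond 50%, single wells judged on their own value; inconclusive = some, but no more than half, of replicates pass 50% inhibition; inactive = no replicate passes 50% inhibition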;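 also: signal counts dimethyl H3K9 product captured on neutravidin plate; 0% = median of DMSO wells and 100% = 0.3 times that DMSO median; strong numbers were not always called active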
Target sequence (Q9H3R0 1-420 limits assumed): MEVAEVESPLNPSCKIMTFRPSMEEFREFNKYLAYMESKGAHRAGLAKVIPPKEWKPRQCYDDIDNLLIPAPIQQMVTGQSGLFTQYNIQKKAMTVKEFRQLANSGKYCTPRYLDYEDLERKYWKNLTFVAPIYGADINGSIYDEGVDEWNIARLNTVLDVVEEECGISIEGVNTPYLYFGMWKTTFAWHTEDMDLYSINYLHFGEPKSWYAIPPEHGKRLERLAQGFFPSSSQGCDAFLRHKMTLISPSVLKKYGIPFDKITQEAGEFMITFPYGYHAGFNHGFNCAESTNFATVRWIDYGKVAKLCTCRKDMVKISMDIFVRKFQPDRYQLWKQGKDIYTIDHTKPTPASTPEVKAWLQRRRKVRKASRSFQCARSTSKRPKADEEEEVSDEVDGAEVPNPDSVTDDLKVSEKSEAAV
MEP2 TOR yeast = modulators of MEP2-GFP levels in yeast, primary screen, S. cerevisiae, multiplex flow cytometry, MLPCN library; 330,000 tested, 0.51% active; AID 2016, 2009; S. cerevisiae MEP2-GFP strain, 3 h; 100% = DMSO control level; GFP response vs DMSO, % at 10 µM;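 active = GFP response versus DMSO above a set limit, roughly screen mean plus 3 SD, cut at about 180% in these data; inconclusive = fewer than 70 cells counted for a yeast strain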;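 also: median GFP fluorescence of the barcode-gated MEP2-GFP cells per well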
AHR act = AHR activators, primary screen, cell-based, luminescence, luciferase reporter, human | Aryl hydrocarbon receptor (Homo sapiens), P35869 | AHR-responsive luciferase reporter cells | activation, % at 5 µM | 320,000 tested, 2.5% active | AID 2796, 2010; in the data active = activation above about 47%;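 also: 0% = vehicle wells and 100% = reference agonist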
proCasp7 act = procaspase-7 activators, primary screen, counter-screen for procaspase-3 activator project, biochemical, absorbance, HTS, human; recombinant procaspase-7, Ac-DEVD-pNA absorbance 405 nm; D23A/D198A/D206A triple mutant, cannot self-cleave; scale: DMSO 0, 5 µM enzyme 100; activation, % at 8.5 µM; 330,000 tested, 0.093% active; AID 463210, 2010;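 active = percent activation above the screen-wide mean plus 3 SD, cut at about 25% in these data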
Target sequence (P55210 whole entry D23A/D198A/D206A): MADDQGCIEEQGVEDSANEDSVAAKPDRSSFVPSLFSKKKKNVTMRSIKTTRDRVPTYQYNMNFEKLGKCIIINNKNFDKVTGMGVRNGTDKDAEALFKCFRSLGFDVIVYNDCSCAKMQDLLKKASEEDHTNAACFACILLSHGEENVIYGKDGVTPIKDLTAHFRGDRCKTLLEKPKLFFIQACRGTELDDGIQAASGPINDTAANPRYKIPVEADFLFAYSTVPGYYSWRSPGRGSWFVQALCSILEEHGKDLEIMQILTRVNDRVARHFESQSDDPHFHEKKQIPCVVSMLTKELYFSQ
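System: Uncleavable procaspase-7 mutant enzyme; Amount: 2 µM procaspase-7 mutant as dispensed; Schedule: 1 h compound preincubation, 2 h substrate cleavage, 25 °C; Measured by: 405 nm absorbance of p-nitroaniline; Evaluation: percent activation from buffer-corrected 0–120 min absorbance change; Control set: low DMSO alone, high DMSO plus 5 µM PC-7.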
* hit, by the source's call; ? = inconclusive; / = no result given; & = joins results of further samples; [ ] = remark or other dose.

SMILES	Yeast superoxide	RPL19A TOR yeast	proCasp3 act	LAP4-GFP MLPCN	JMJD2C inh	MEP2 TOR yeast	AHR act	proCasp7 act
O=C1CCN(CCc2ccccc2)CCN1CCOc1ccccc1	92	97	9	97	5	96	5	9
O=C(Nc1cc(S(=O)(=O)N2CCOCC2)ccc1N1CCCCC1)c1ccccc1Br	102	106	-8	106	0	112	14	-13
Cc1ccc(OCc2nnc(N)s2)cc1C	105	96	0	105	-8	100	10	4
NC(=O)c1ccccc1NS(=O)(=O)c1ccccc1	111	97	1	91	-26	97	3	-3
COc1ccccc1-c1ccc(NC2CCCCC2)nn1	89	101	7	98	0	88	11	4
CC12CN3CC(C)(CN(C1)C3c1ccc(F)cc1)C2 (stereo not given)	101	98	2	109	-5	98	0	2
O=C1NC2(CCN(Cc3ccccc3)CC2)Oc2ccccc21	88	102	4	101	5	103	1	-6
COc1cccc(CN2CCN(Cc3cc4ccccc4o3)CC2CCO)c1 (stereo not given)	95	104	1	98	-5	110	0	6
CC(NC(=O)C(NS(=O)(=O)c1cccc2nsnc12)C(C)C)c1ccccc1 (stereo not given)	97	99	10	109	-8	97	-2	7
CC(C)NC(=O)c1ccccc1-c1nc(-c2ccccc2Cl)no1	103	99	0	102	1	95	13	-3
COc1cc(C(CCN2CCCC(C)C2)c2c(OC)cc(OC)c3c(-c4ccccc4)cc(=O)oc23)cc(OC)c1OC (stereo not given)	/	/	3	/	-15	/	2	-3
CC(C)C(NC(=O)c1ccccc1)C(=O)OCc1cc([N+](=O)[O-])cc2c1OCOC2 (stereo not given)	111	104	6	90	68	101	-2	0
COc1ccc(/C=N/n2c(C)nc3ccccc3c2=O)cc1OC	102	103	-5	101	2	107	5	-5
CCN1C(=O)C(CC(=O)Nc2ccc(Br)cc2)N(CCCc2ccccc2)C1=S (stereo not given)	90	104	0	113	10	101	7	8
CCc1ccc(-c2cc3c(=O)n(CC(=O)NCCN4CCCCC4C)nc(C)n3n2)cc1 (stereo not given)	93	98	4	98	-19	93	1	8
COc1ccccc1-n1c(C)nc(=O)c(-c2ccccc2)c1C	89	100	2	91	5	99	3	15
COc1ccccc1/C=C1\SC(=S)N(CCC(=O)NCCc2ccc(O)cc2)C1=O	117	103	-11	100	16	99	1	8
CC(C)Cn1c(N)c(C(=O)COC(=O)Cc2cccs2)c(=O)n(C)c1=O	94	105	10	95	1	105	-1	12
CC(C)c1ccc(NC(=O)CN(Cc2ccccc2)S(C)(=O)=O)cc1	122	94	-2	88	-5	98	6	-1
CC(=O)Nc1nonc1C(=O)N1CCC(C)CC1	113	96	1	99	2	94	1	-10
Cn1ccnc1SCc1nc2c(cnn2-c2ccccc2)c(=O)[nH]1	100	105	-1	100	1	104	82*	-7
Cc1cc(NC(=O)CSc2nc3ccccc3s2)no1	96	93	13	110	-3	103	7	2
O=C(O)c1ccc(-c2ccc(/C=c3/sc4nc5ccccc5n4c3=O)o2)cc1Cl	102	28*[may fluoresce violet]	-5	62[may fluoresce violet]	1	783*[may fluoresce violet]	6	-2
CC(=O)c1sc(NC(=O)CCNC(=O)c2ccco2)nc1-c1ccccc1	101	97	-3	96	-5	97	9	8
CCCN(C(=O)C(=O)Nc1ccc2nc3n(c(=O)c2c1)CCCCC3)c1ccc(OCC)cc1	108	95	0	90	-6	97	-2	9

Continued (5 carried over from the part before).
SMILES	Yeast superoxide	RPL19A TOR yeast	proCasp3 act	LAP4-GFP MLPCN	JMJD2C inh	MEP2 TOR yeast	AHR act	proCasp7 act
Cn1ccnc1SCc1nc2c(cnn2-c2ccccc2)c(=O)[nH]1	100	105	-1	100	1	104	82*	-7
Cc1cc(NC(=O)CSc2nc3ccccc3s2)no1	96	93	13	110	-3	103	7	2
O=C(O)c1ccc(-c2ccc(/C=c3/sc4nc5ccccc5n4c3=O)o2)cc1Cl	102	28*[may fluoresce violet]	-5	62[may fluoresce violet]	1	783*[may fluoresce violet]	6	-2
CC(=O)c1sc(NC(=O)CCNC(=O)c2ccco2)nc1-c1ccccc1	101	97	-3	96	-5	97	9	8
CCCN(C(=O)C(=O)Nc1ccc2nc3n(c(=O)c2c1)CCCCC3)c1ccc(OCC)cc1	108	95	0	90	-6	97	-2	9
COc1cc(NS(=O)(=O)c2ccc(NC(=O)COc3cccc(C)c3)cc2)nc(OC)n1	111	100	9	102	-20	105	0	-1
Cc1cccc(C(=O)NCCNC(=O)c2cccnc2)c1	90	102	0	97	-7	99	2	12
CCCc1cc(C(=O)N/N=C/c2ccc(C)o2)c2ccccc2n1	97	100	2	108	-5	101	13	5
COc1cc(C(NC=O)C(=O)Nc2c(C)cccc2C)ccc1O (stereo not given)	101	101	0	100	9	103	1	-1
C[C@H]1[C@H](C)CC[C@]2(C(=O)O)CC[C@]3(C)C(=CC[C@@H]4[C@@]5(C)CC[C@H](O)C(C)(C)[C@@H]5CC[C@]43C)[C@H]12	108	101	1	94	-2	102	-4	-3
CC(C)OCCCn1c(=NC(=O)c2ccncc2)c(C#N)cc2c(=O)n3ccccc3nc21	154	102	-11	98	8	99	-9	-12
COc1ccc(S(=O)(=O)N2CCCCCC2)cc1NC(=O)CN1C(=O)NC(C)(c2ccc(C)cc2)C1=O (stereo not given)	104	101	4	114	-4	96	15	-1
CCCc1cc(=O)[nH]c(SCC(=O)Nc2c(C)cccc2C)n1	89	97	8	99	6	103	-2	9
CC(Sc1ccc(Cl)cc1)C(=O)Nc1ccccc1C(=O)N1CCOCC1 (stereo not given)	97	104	2	113	20	110	1	6
COc1ccc(N/C=C\C(=O)c2ccc(C)cc2)cc1OC	101	95	-21	98	-1	102	-1	-32
Cc1ccc(S(=O)(=O)N(CC(=O)Nc2cccnc2)c2ccccc2C)cc1	97	72	-1	86	-25	188*	4	-1
CCCCc1nnc(NC(=O)CSCc2cc(=O)n3cc(C)sc3n2)s1	124	102	-3	102	16	101	4	2
O=C(NCCN1CCOCC1)c1cccc(S(=O)(=O)NCc2ccccc2)c1	117	99	-1	101	-2	103	-2	0
Cc1nc2c(cc1C#N)C(=O)c1ccccc1-2	107	106	6	83	-41	107	159*	2
COc1ccc(CCC(=O)N2c3ccccc3CC2C)cc1 (stereo not given)	85	97	5	143	-5	105	-4	9
CC(=O)NC(C)CCc1ccccc1 (stereo not given)	102	103	0	113	7	102	3	11
Cc1[nH]c2ccccc2c1C(c1ccccn1)N1CCCC1 (stereo not given)	102	101	6	113	3	103	1	6
COc1ccc(CNC(=O)c2cccnc2Sc2ccc(Cl)cc2)cc1	81	103	10	100	2	103	1	3
CCC1CCCCN1Cc1ccc(OC)c(C)c1 (stereo not given)	97	97	1	101	1	105	-2	-3
COc1cccc(C2CC(c3cccc(OC)c3)n3nc(N)nc3N2)c1 (stereo not given)	97	99	6	92	-1	105	2	5
Cc1ccc(-c2nnn(CC(=O)N(CC(=O)NCC3CCCO3)c3ccc(F)c(Cl)c3)n2)o1 (stereo not given)	137	102	-1	103	/	102	1	-8
C[C@H](NC(=O)c1ccc(Cl)cc1)C(=O)NNC(=O)c1cccs1	93	97	-5	103	-2	101	4	0
CCOc1ccc(S(=O)(=O)Nc2cccc(C(=O)NCC3CCCO3)c2)cc1 (stereo not given)	108	97	4	109	3	102	2	3
S=C(NN=C1CCCCCC1)Nc1ccc(Cl)cc1	101	97	-6	113	6	98	3	-6
CC1Cc2nc(SCC(=O)OCc3ccccc3)n(C)c(=O)c2S1 (stereo not given)	86	92	2	130	7	101	1	2
(more compounds)
SMILES	Yeast superoxide	RPL19A TOR yeast	proCasp3 act	LAP4-GFP MLPCN	JMJD2C inh	MEP2 TOR yeast	AHR act	proCasp7 act
COc1ccc(C(=O)CN2CCN(S(=O)(=O)c3cccc([N+](=O)[O-])c3)CC2)cc1	92	?	6	79[may fluoresce red]	7	94[may fluoresce red]	-2	13
N/C(Cc1ccc([N+](=O)[O-])cc1)=N\OC(=O)c1ccc2ccccc2c1	115	102	-1	108	1	107	9	10
CC(OC(=O)c1ccncc1)C(=O)Nc1ccc([N+](=O)[O-])cc1Cl (stereo not given)	97	99	8	93	-7	102	-3	6
CCOC(=O)c1ccc(NC(=O)CN2C(=O)NC3(CCCCCC3)C2=O)cc1	108	96	-3	96	-3	101	2	11
O=C(CNC(=O)c1ccc(Br)cc1)NCC(=O)OCC(=O)c1ccc(F)cc1	114	106	/	70	-1	104	/	/
O=C(O)c1ccccc1C(=O)Nc1ccc(-n2nccc2C(F)(F)F)cc1	106	97	1	102	6	97	-4	1
O=C(c1ccccc1)c1cc2ccc(O)cc2oc1=O	96	97	-12	95	-1	96	-2	-6
O=c1[nH]c2ccccc2n1Cc1ccccc1	100	103	7	100	3	113	-4	4
CCOC(=O)Cc1csc(NC(=O)c2ccc(S(=O)(=O)N(CCOC)CCOC)cc2)n1	90	103	-4	87	9	101	2	-3
Cc1cccc(OCc2nnc(SCC(=O)N(C(C)C)C(C)C)n2Cc2ccco2)c1C	87	103	-11	104	60&13	104	-1	-7

Profiles as entered above. Screens in order: Yeast superoxide | RPL19A TOR yeast | proCasp3 act | LAP4-GFP MLPCN | JMJD2C inh | MEP2 TOR yeast | AHR act | proCasp7 act
CC(OC(=O)c1ccncc1)C(=O)Nc1ccc([N+](=O)[O-])cc1Cl (stereo not given) in the list: 97 | 99 | 8 | 93 | -7 | 102 | -3 | 6
Cc1cccc(OCc2nnc(SCC(=O)N(C(C)C)C(C)C)n2Cc2ccco2)c1C in the list: 87 | 103 | -11 | 104 | 60&13 | 104 | -1 | -7
CCOC(=O)c1ccc(NC(=O)CN2C(=O)NC3(CCCCCC3)C2=O)cc1 in the list: 108 | 96 | -3 | 96 | -3 | 101 | 2 | 11
COc1ccc(C(=O)CN2CCN(S(=O)(=O)c3cccc([N+](=O)[O-])c3)CC2)cc1 in the list: 92 | ? | 6 | 79[may fluoresce red] | 7 | 94[may fluoresce red] | -2 | 13
N/C(Cc1ccc([N+](=O)[O-])cc1)=N\OC(=O)c1ccc2ccccc2c1 in the list: 115 | 102 | -1 | 108 | 1 | 107 | 9 | 10
